Pol beta inh – inhibitors of human DNA polymerase beta; P06746; Pol beta primer extension/strand displacement, fluorescence kinetic; Potency, µM (titrated, usually from 114 µM), for inactives: top-dose activity change, negative = inhibition, usual class: inhibitors; 1.3% of 340,000 active; AID 485314; further: potency means the concentration at half of the fitted maximal effect; on the % scale 0 is the no-effect control and ±100 the full control effect
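Values derive from four-parameter Hill fits of normalized kinetic data: reads at 0 and 10 min following addition of 50 nM substrate to 10 nM Pol beta preincubated 15 min with compound.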
ALOX12 inh – inhibitors of human 12S-lipoxygenase ALOX12 | 1.1% of 580,000 active | purified 12hLO, xylenol orange hydroperoxide absorbance | Potency, µM (doses to about 108 µM), inactives show top-dose activity change, negative = inhibition, usual class: inhibitors; further: potency means the concentration at half of the fitted maximal effect; on the % scale 0 is the no-effect control and ±100 the full control effect
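Purified human 12hLO at 150 nM in 25 mM Hepes, 0.01% Triton X-100, pH 7.0, preincubated 15 min at room temperature with compound. Reaction started with 40 uM arachidonic acid, 30 min at room temperature. Hydroperoxide measured by Fe-xylenol orange, 573/405 nm absorbance ratio.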
LDHA inh – LDHA (human) enzyme inhibition | purified LDHA, NADH/diaphorase-resazurin fluorescence; stronger effect = lower value | activity change, % (values are at about 110 or 230 µM) | 0.15% of 480,000 active; in the data active means activity change below about -30%; inconclusive means mostly about -25% to -30%;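 further: plate controls were DMSO wells for no effect and wells without enzyme for full effect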
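Resorufin fluorescence (ex540/em590), read at 0 and 20 min after diaphorase/resazurin addition, reports the NADH left after a 5 min room-temperature reaction of 2 nM human LDH5 with 0.06 mM NADH and 0.2 mM pyruvate.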
APEX1 inh – blocks human APE1 abasic DNA cleavage; recombinant APE1, TAMRA/BHQ-2 abasic DNA cleavage fluorescence; Potency, µM (highest dose often 65.8 µM), without a hit: top-dose activity change, negative = inhibition, hits mostly inhibitors; 0.35% of 350,000 active; AID 2517;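 further: potency means the concentration at half of the fitted maximal effect; plate controls were vehicle for no effect and reference inhibitor for full effect; nearly all actives have a fitted effect of over 55% in size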
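Step 1: APE1 (0.75 nM) with compound, 15 min RT. Step 2: add 50 nM fluorophore/quencher THF duplex. Step 3: three fluorescence reads 60 s apart (525/598 nm); read 3 minus read 1 = reaction progress.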
Pol kappa inh – inhibitors of human DNA polymerase kappa; 0.53% of 400,000 active; Potency, µM (titrated, usually from 107 µM), without a hit: at the highest dose activity, negative = inhibition, hits mostly inhibitors; purified Pol kappa, fluorescent DNA synthesis assay, 10 min; AID 588579; Q9UBT6; further: potency means the concentration at half of the fitted maximal effect; on the % scale 0 is the no-effect control and ±100 the full control effect
Target sequence (Q9UBT6 whole entry, looked up): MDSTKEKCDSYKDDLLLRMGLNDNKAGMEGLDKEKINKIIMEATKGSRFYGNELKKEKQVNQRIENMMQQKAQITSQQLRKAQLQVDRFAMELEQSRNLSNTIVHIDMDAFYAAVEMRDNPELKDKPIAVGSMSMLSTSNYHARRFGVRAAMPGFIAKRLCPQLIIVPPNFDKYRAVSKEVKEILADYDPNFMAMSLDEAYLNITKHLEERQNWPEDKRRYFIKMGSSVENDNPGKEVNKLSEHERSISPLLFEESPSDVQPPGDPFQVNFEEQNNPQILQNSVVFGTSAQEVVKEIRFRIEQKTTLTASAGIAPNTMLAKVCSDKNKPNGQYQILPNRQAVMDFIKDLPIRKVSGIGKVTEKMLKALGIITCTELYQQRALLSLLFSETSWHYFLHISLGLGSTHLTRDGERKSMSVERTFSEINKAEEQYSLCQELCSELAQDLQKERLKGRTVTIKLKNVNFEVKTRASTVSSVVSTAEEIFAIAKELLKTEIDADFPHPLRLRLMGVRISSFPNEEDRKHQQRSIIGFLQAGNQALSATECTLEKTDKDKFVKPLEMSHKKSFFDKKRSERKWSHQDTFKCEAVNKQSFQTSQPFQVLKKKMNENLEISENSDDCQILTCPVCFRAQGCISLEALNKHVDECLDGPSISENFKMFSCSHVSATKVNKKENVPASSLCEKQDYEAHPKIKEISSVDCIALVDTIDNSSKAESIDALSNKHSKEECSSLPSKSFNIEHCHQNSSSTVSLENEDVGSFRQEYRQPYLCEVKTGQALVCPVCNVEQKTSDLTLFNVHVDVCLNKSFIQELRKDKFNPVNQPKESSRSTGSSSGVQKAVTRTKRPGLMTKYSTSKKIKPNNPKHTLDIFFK
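Enzyme at 10 nM met test compounds for 15 min at room temperature. Substrate addition (50 nM final) began the reaction, which was monitored by fluorescence at 0 and 10 min.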
Pol eta inh – inhibitors of human DNA polymerase eta. recombinant Pol eta, fluorescent DNA replication assay. Potency, µM (highest dose often 114 µM), without a hit: at the top dose activity change, negative = inhibition, hits mostly inhibitors. 1.2% of 390,000 active. AID 588591; further: potency means the concentration at half of the fitted maximal effect; on the % scale 0 is the no-effect control and ±100 the full control effect
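Fluorescent replication assay: 50 nM final substrate added after a 15 min room-temperature compound preincubation with 10 nM enzyme. Signal taken at 0 min and again at 10 min.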
RGS4 inhibitor – inhibitors of human regulator of G protein signaling 4. 0.039% of 390,000 active. P49798. Transcreener GDP fluorescence polarization, RGS4-accelerated GTP hydrolysis. Potency, µM (top dose mostly 114 µM), for the others: at the highest dose activity change, negative = inhibition, usual class: inhibitors; further: potency means the concentration at half of the fitted maximal effect; on the % scale 0 is the no-effect control and ±100 the full control effect; nearly all actives have a fitted effect of over 75% in size; some results filed as inactive show a strong effect at the top dose
Target sequence (P49798 whole entry, looked up): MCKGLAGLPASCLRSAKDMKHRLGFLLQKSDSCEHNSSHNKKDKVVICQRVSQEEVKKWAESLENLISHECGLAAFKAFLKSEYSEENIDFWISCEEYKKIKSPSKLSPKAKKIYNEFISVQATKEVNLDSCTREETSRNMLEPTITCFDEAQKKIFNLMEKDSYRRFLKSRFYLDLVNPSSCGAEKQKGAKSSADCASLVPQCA
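MLSMR compounds (23 nl, pin-transferred) preincubated 10 min at room temperature with a 500nM (2x) first reagent, then RGS4 at 900nM (2x) plus Transcreener GDP mix added; fluorescence polarization (620/688 nm) read before and after 90 min at 30 °C.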
ERG Ets-DNA blk – ERG Ets/DNA interaction inhibition | P11308 | fluorescence polarization, His-ERG Ets domain / labelled DNA | Potency, µM (top dose mostly 76.9 µM), without a hit: at the top dose FP activity, negative = inhibition, actives largely listed as inhibitors | 0.028% of 370,000 active | AID 624246; active means well fitted inhibition curve with a large enough effect in the polarisation, with a control signal flat; inconclusive means small, poorly fitted or top-dose-only effect, or effect the other way, or a change in a side signal; inactive means no such curve, though single readings can be large or run the other way; the % refers to the polarisation;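 further: polarization taken with two DNA probes labelled with fluorescein and Texas red; potency means the concentration at half of the fitted maximal effect; % of control where 0% means no effect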
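His-tagged ERG Ets domain (1 uM in the protein solution; 300mM KCl, 50mM Tris-HCl, 1mM EDTA, 1mM DTT, pH 7.5) received compound, then a probe mix of 5 nM fluorescein-DNA and 100nM Texas-615-DNA. Fluorescence polarization was read for both dyes.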
Anesthetic bind – candidate novel general anesthetic via apoferritin binding; AID 485281; 0.074% of 350,000 active; P02791; Potency, µM (top dose mostly 77.5 µM), for inactives: at the highest dose activity change, negative = displacement, most hits filed as inhibitors; apoferritin/1-aminoanthracene competitive binding, fluorescence; further: potency means the concentration at half of the fitted maximal effect; on the % scale 0 is the no-effect control and ±100 the full control effect; nearly all actives have a fitted effect of over 20% in size
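10 uM apoferritin + 50% sat. 1-AMA, PBS; cpd 10 min RT; Ex380/Em535 endpoint; normalized to free probe vs complex; 4-param Hill fit; propofol titration as pos. ctrl.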
The depositor's hits bear a star; u = inconclusive; x = not tested or not shown; & = joins results of further samples; [ ] = remark or other dose. Unless noted, the call rests on the fitted dose curve; in most records, active means well fitted curve in the direction sought with a large enough effect; inconclusive means small, poorly fitted or top-dose-only effect, or another doubt; inactive means no such curve, though single readings can be large; an effect the other way counts as inactive or inconclusive. This is a subset (hit frequency here may not be typical).

The first two entries, ahead of the listing:
SMILES	Pol beta inh	ALOX12 inh	LDHA inh	APEX1 inh	Pol kappa inh	Pol eta inh	RGS4 inhibitor	ERG Ets-DNA blk	Anesthetic bind
CCC(C(=O)OCc1cc(=O)n2nc(C)sc2n1)c1ccccc1 (stereo not given)	6%	-10%	-6	x	-3%	-7%	10%	-3%	u
CC(C)[C@H](NC(=O)[C@@H]1Cc2ccccc2CN1C(=O)OC(C)(C)C)C(=O)NCc1ccco1	-1%	1%	-1	17%	-3%	-6%	-38%	-2%	-18%

The listing, previewed entries included:
SMILES	Pol beta inh	ALOX12 inh	LDHA inh	APEX1 inh	Pol kappa inh	Pol eta inh	RGS4 inhibitor	ERG Ets-DNA blk	Anesthetic bind
CCC(C(=O)OCc1cc(=O)n2nc(C)sc2n1)c1ccccc1 (stereo not given)	6%	-10%	-6	x	-3%	-7%	10%	-3%	u
CC(C)[C@H](NC(=O)[C@@H]1Cc2ccccc2CN1C(=O)OC(C)(C)C)C(=O)NCc1ccco1	-1%	1%	-1	17%	-3%	-6%	-38%	-2%	-18%
CCOC(=O)C1(C)C=C(Nc2ccc(OC)cc2)C(=O)N1c1ccccc1 (stereo not given)	1%	-21%	2	x	-20%	-29%	8%	8%	-6%
O=C(c1ccco1)n1nc(-c2ccccc2)nc1NCc1ccco1	-18%	84%[activator]	0	2%	-12%	4%	u	-4%	-2%
CC(C)(C)c1ccc(C(=O)NCCc2csc3nc(-c4ccccc4F)nn23)cc1	-5%	u	-6	x	-8%[60.1 µM]	-18%	-5%	-1%	u
O=C(Nc1nccs1)c1ccc(S(=O)(=O)NCC2CCCCC2)cc1	5%	29%	0	-7%	-13%	0%	-2%	-8%	14µM*
Cc1nnc(SCC(=O)Nc2nonc2C)s1	8%	-8%	-7	17%	-1%	-5%	21%	5%	-1%
Clc1ccccc1CNc1ncnc2c1nc1n2CCCC1	0%	-19%	2	x	1%	-21%	3%	-1%	67%[activator]
O=C(Nc1ccccc1N1CCCC1)c1ccco1	37%	36%[activator]	9	-3%	-7%	-8%	-16%	-13%	-14%
O=C(c1nc2ccc(Cl)cn2c1CNCCn1ccnc1)N1CCCCCCC1	9%	3%	2	-1%	-4%	-13%	7%	-5%	-15%
CCc1nnc(NC(=O)c2cccc(S(=O)(=O)N3CCN(c4ccccc4)CC3)c2)s1	-15%	0%	-6	-6%	-9%	9%	-10%	-5%	-16%
CC(C)C1CCC(C(=O)N[C@H](Cc2ccccc2)C(=O)O)CC1 (stereo not given in full)	41%	u	0	15%&14%	x	x	x	x	-4%
COc1ccccc1-c1c(C)nn2c(C)c(C(C)=O)cnc12	-16%	-8%	0	4%	-5%	-12%	-26%[11.4 µM]	-1%	4%
COc1ccccc1NC(=O)NCCCCc1ccccc1	18%	-3%	2	13%	-8%	0%	27%	3%	-16%
CCOc1ccc(C(=O)Nc2ccc(N3CCN(C)CC3)cc2)cc1	24%	u	-4	5%	-22%	-15%	7%	-8%	1%
O=C1NC[C@H](c2ccccc2)OC(=O)[C@H](Cc2ccc(F)cc2)C/C=C\C[C@H]1CC(=O)N(CCO)Cc1ccccc1	x	u	4	-19%	5%	-11%	-2%	11%	x
CC(=O)N1C(=O)C2(C(C#N)=C(N)Oc3c2c(C)nn3-c2ccccc2)c2ccccc21 (stereo not given)	12%	6%	20	1%	-10%	-10%	-36%	-1%	u
CCCOc1cccc(C(=O)N2CCCCC2CCN2CCCCC2)c1 (stereo not given)	8%	-18%	-4	x	-1%	-12%	-11%	1%	-5%
Cc1csc(Nc2ccc(C(=O)O)cc2)n1	-21%	37%[activator]	-9	0%	-7%	-8%	-14%	-1%	3%
Cc1cccc(C(C)C)c1NC(=O)C(C)OC(=O)Cn1cnc2c1c(=O)n(C)c(=O)n2C (stereo not given)	x	-37%	-7	-4%	-11%	-17%	14%	-2%	x
CCCS(=O)(=O)N1CC(=O)N(c2ccc(Cl)cc2C)C(C)(C(=O)NC2CCCC2)C1 (stereo not given)	5%	-4%	-9	x	-5%	-11%	21%	-6%	-2%
O=C(CSc1nnc(CNC(=O)c2cccs2)o1)NCC1CCCO1 (stereo not given)	99%	5%	-2	0%	-3%[60.1 µM]	-16%	-10%[11.4 µM]	16%	-3%
CCCCc1ccc(NC(=O)CC(C)=O)cc1	u	0%	-11	-3%	-1%	-6%	-18%	0%	u
COC(=O)CN(C)C(=O)CC1C(=O)NCCN1CC(C)(C)C (stereo not given)	34%	-3%	4	-2%	0%[60.1 µM]	4%	15%	-7%	-2%
CCNCC(=O)N1c2ccccc2CCc2ccc(NC(=O)OC(C)C)cc21	2%	0%	-1	14%	-7%	-7%	-2%	-1%	-10%
O=C(NCc1cccnc1)c1ccc(NC(=O)c2ccc([N+](=O)[O-])cc2)cc1	-25%	0%	-6	-28%	-16%	5%	35%	-5%	-16%
CC(C)(C)Nc1nc(NN)nc(NC(C)(C)C)n1	0%	98%[activator]	-6	-4%	-5%	-18%	-18%	-9%	-23%
O=C1c2ccccc2C(=O)N1c1cccc2cccnc12	1%	2%	9&-11	1%	-2%	-4%	5%	6%	-6%
C=C(C)Cn1c(=O)c2c(nc3n2CCN3c2ccc(F)cc2)n(C)c1=O	u	-19%	-19	x	-31%	-9%	-19%	1%	-19%
O=C(CSCC(=O)Nc1nc(-c2ccc3c(c2)OCO3)cs1)Nc1nccs1	0%	21%	-6	-2%	-12%	-10%	-10%	-5%	-4%
Cc1ccc(-c2cn(S(=O)(=O)c3ccc(C)cc3)nc2N)cc1	0%	0%	-2	1%	3%	-9%	-4%	-5%	u
O=C(NC1CC(=O)N(c2ccccc2)C1)C1CC1 (stereo not given)	x	u	-10	8%	4%	1%	-18%	16%	x
Cc1c(NC(=O)COC(=O)/C=C/c2ccc(Cl)cc2)c(=O)n(-c2ccccc2)n1C	0%	1%	-5	-3%	2%	-9%	-2%	0%	-8%
Cc1ccc(C(=O)NC(=S)NNS(=O)(=O)c2ccccc2)cc1	-2%	u	9	-1%	-8%	-16%	-45%	12%	-13%
CCOC(=O)C1CCCN(C(=O)N2CCOCC2)C1 (stereo not given)	0%	-27%	-5	5%	2%	-9%	-14%	15%	-11%
Cc1ccc(CNC(=O)c2cc(S(=O)(=O)N3CCCCC3)cn2C)cc1	-26%	-15%	-6	x	-1%[60.1 µM]	-5%	-49%	1%	126%[activator]
O=C(CCN1CCOCC1)NNC(=O)/C(=C/c1ccccc1)NC(=O)c1ccccc1	1%	-1%	-7	-12%	-16%	-15%	10%	-4%	-2%
COc1ccc(-c2c(NC(=O)c3ccco3)oc3ccccc3c2=O)cc1OC	6%	9%	7	11%	17%	-8%	-27%	8%	-11%
Cc1cc(-n2nc(C)cc2C)nc(NS(=O)(=O)c2ccccc2Cl)n1	-4%	0%	0	-1%	-1%	-5%	8%	1%	-10%
O=C(CN1CCN(c2ncccn2)CC1)N(Cc1ccccc1)c1ccc(F)cc1	-8%	u	-13	-1%	-13%	-6%	16%	x	-9%
O=C(CN1CCN(Cc2ccc(F)cc2)CC1)NCc1ccccc1	-21%	214%[activator]	-5	0%	-9%	3%	3%	-3%	-2%
N=C1C(c2ccccc2)=C(O)C2CCc3ccccc3N12 (stereo not given)	-1%	9%	0	-3%	-6%	-10%	9%	x	-9%
CCN(CC)c1ccc(NC(=O)c2ccc(=O)[nH]c2)cc1S(=O)(=O)Nc1ccc(OC)cc1	x	u	4	6%	-10%	-26%	-29%	1%	x
CCOc1cc(S(=O)(=O)Nc2ccc(Cl)cn2)ccc1Cl	12%	0%	-1	-2%	-6%	-11%	1%[11.4 µM]	3%	-3%
CCOc1ccc(-n2c(=S)sc3c(=O)[nH]c(SCC(=O)N4CCC(C)CC4)nc32)cc1	0%	45µM*	-1	0%	-8%	-4%	-28%	x	-16%
Cc1cc(NC(=O)COC(=O)C2CC(=O)N(c3cccc(Cl)c3)C2)no1 (stereo not given)	52%	-21%	-6	-9%	5%	-14%	18%	-2%	-11%
Nc1c(C(=O)Nc2ccc3c(c2)OCCO3)nnn1Cc1cccc(Br)c1	x	-13%	0	11%	2%	-7%	-16%	9%	x
Cc1ccc(C(=O)NCC(=O)OCC(=O)Nc2cc(S(=O)(=O)N3CCOCC3)ccc2Cl)s1	x	427%[activator]	-5	5%	-21%	-1%	-18%	5%	x
Nn1c(-c2ccc(F)cc2)nc2ccccc2c1=O	-5%	u	0	46%[activator]	-30%	-17%	-14%	15%	-5%
Cc1cccc(N2CCN(C(=O)c3cn(C4CCCCC4)c(=O)c4c3c3ccccc3n4C)CC2)c1C	3%	-24%	7	x	10%	-27%	-28%	-1%	93%[activator]
N#Cc1c(-c2ccccc2)ccnc1Oc1ccccc1	26%	0%	-2	-5%	-5%	-27%	-5%	-7%	-16%
CCOc1ccccc1N(C)C(=O)Cn1nc(Cc2cccnc2)c2ccccc2c1=O	41%	-24%	-23	x	-8%	-1%	16%	-1%	-5%
CCOc1cc(C(=O)Nc2ccc3c(c2)OCO3)ccc1OC(F)F	11%	7%	1	-2%	-10%	-16%	-10%	x	-19%
CCOC(=O)C1C(=O)NC(N2CCN(CC)CC2)=NC1c1ccccc1 (stereo not given)	-7%	0%	-7	1%	-7%	8%	3%[56.9 µM]	-6%	-2%
O=C(CCCC(=O)OCC(=O)c1ccc(Cl)cc1Cl)Nc1cc(C(F)(F)F)ccc1Cl	12%	67%[activator]	-6	-3%	-17%	-9%	-19%	1%	u
